LYPLA2 inh = LYPLA2 inhibitors, primary screen, counter-screen for PME1 inhibitor project, biochemical, fluorescence polarization, FP-Rh probe ABPP. Acyl-protein thioesterase 2 (Homo sapiens), O95372. recombinant LYPLA2. inhibition, % at 5.9 µM. 320,000 tested, 0.38% active. AID 2177, 2009;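 active = inhibition above the screen-wide mean plus 3 SD, limit set per campaign, cut at about 26% in these data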;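 note: 0% = LYPLA2 with DMSO and 100% = wells lacking LYPLA2 enzyme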
GSTO1 inh = inhibitors of recombinant GSTO1, primary screen, counter-screen for RBBP9 inhibitor project, biochemical, fluorescence polarization | Glutathione S-transferase omega-1 (Homo sapiens), P78417 | activity-based probe fluorescence polarization | inhibition, % at 5.96 µM | 300,000 tested, 1.1% active;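 active = inhibition above the campaign mean inhibition plus 3 SD, cut at about 35% in these data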;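 note: 0% = GSTO1-1 with DMSO and 100% = wells lacking GSTO1-1 enzyme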
PAD4 inh = human PAD4 inhibitors, primary screen, biochemical, fluorescence polarization, 1536-well format; Protein-arginine deiminase type-4 (Homo sapiens), Q9UM07; recombinant PAD4, RCA probe fluorescence polarization; inhibition, % at 6.36 µM; 330,000 tested, 0.41% active;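 active = percent inhibition above a cutoff equal to the mean of all tested compounds plus 3 SD, cut at about 15% in these data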;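 note: 0% = PAD4 with RCA probe and DMSO and 100% = probe without PAD4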
ZTA DNA inh = ZTA (EBV) inhibition in EBNA-1 counter-screen; P03206; ZTA-DNA binding, fluorescence polarization; inhibition, % at 11 µM; 320,000 tested, 0.15% active; AID 2234; in the data active = inhibition above about 33%
PAFAH2 inh = PAFAH2 enzyme inhibitors, primary screen, biochemical, fluorescence polarization, human | recombinant PAFAH2, FP-rhodamine activity probe | inhibition, % at 3.39 µM | 340,000 tested, 0.99% active;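 active = inhibition above the mean over all tested compounds plus 3 SD, cut at about 30% in these data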;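 note: inhibitors block probe labeling of enzyme so polarization drops; 0% = enzyme with DMSO and 100% = wells lacking PAFAH2 protein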
PAFAH1B3 FP inh = PAFAH1B3 enzyme inhibitors, primary screen, biochemical, fluorescence polarization, human; 340,000 tested, 0.28% active; inhibition, % at 3.39 µM; recombinant PAFAH1B3, FP-rhodamine probe; Platelet-activating factor acetylhydrolase IB subunit alpha1 (Homo sapiens), Q15102;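 active = inhibition above the screen-wide average of all tested compounds plus 3 SD, cut at about 25% in these data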;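 note: 0% = enzyme with DMSO only and 100% = wells lacking PAFAH1B3 protein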
Target sequence (Q15102 whole entry, looked up): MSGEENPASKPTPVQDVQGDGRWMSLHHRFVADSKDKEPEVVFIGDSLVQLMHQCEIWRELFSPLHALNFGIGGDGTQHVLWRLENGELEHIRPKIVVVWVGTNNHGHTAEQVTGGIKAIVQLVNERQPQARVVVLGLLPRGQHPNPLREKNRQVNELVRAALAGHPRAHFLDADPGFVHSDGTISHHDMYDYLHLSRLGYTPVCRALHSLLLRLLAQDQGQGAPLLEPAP
LYPLA1 inh = LYPLA1 inhibitors, primary screen, counter-screen for PME1 inhibitor project, biochemical, fluorescence polarization, FP-Rh probe ABPP; inhibition, % at 5.9 µM; Acyl-protein thioesterase 1 (Homo sapiens), O75608; 320,000 tested, 0.16% active; AID 2174, 2009; recombinant LYPLA1;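 active = inhibition above the mean of all tested compounds plus 3 SD, set per campaign, cut at about 14% in these data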;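 note: inhibitors block serine hydrolase probe labeling of LYPLA1 so polarization falls; 0% = enzyme with DMSO and 100% = wells lacking LYPLA1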
EBNA-1 inh = EBNA-1 DNA-binding inhibitors, primary screen, biochemical, fluorescence polarization; 300,000 tested, 0.34% active; inhibition, % at 14.8 µM; in the data active = inhibition above about 28%
PREPL inh = PREPL enzyme inhibitors, primary screen, biochemical, fluorescence polarization. Prolyl endopeptidase-like (Homo sapiens), Q4J6C6. recombinant PREPL, fluorescence polarization activity-based probe. inhibition, % at 5.96 µM. 320,000 tested, 0.68% active. AID 2751, 2010; in the data active = inhibition above about 43%;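 note: 0% = enzyme with DMSO and 100% = wells lacking enzyme; many of its hits are not listed in these tables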
Target sequence (Q4J6C6 whole entry, looked up): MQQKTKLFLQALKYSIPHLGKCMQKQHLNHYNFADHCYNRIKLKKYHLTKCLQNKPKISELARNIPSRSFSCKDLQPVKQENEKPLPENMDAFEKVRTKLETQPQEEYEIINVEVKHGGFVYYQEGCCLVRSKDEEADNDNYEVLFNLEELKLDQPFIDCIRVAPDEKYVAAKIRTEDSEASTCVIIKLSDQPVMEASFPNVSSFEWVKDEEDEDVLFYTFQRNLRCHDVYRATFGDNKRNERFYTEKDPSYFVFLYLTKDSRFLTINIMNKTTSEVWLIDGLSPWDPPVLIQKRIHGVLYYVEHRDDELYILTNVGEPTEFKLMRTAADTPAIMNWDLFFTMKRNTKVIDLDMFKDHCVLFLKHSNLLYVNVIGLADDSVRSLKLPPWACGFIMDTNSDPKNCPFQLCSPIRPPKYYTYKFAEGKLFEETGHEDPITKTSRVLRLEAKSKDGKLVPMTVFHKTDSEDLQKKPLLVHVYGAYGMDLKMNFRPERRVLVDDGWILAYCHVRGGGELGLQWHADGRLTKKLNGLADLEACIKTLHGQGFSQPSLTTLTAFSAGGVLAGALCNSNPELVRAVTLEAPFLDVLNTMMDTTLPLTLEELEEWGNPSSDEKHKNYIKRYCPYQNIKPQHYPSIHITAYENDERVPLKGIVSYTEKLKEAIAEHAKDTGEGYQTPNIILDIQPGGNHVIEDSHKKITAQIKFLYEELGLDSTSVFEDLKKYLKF
* marks the source's active call; other numbers are inactive results; x = no result given. Some of the compounds tested, so the mix of outcomes need not match the whole.

Molecule,LYPLA2 inh,GSTO1 inh,PAD4 inh,ZTA DNA inh,PAFAH2 inh,PAFAH1B3 FP inh,LYPLA1 inh,EBNA-1 inh,PREPL inh
Cc1cc(C)c(S(=O)(=O)N2CCN(S(=O)(=O)N3CCCCCC3)CC2)c(C)c1,5,9,2,7,0,10,2,2,12
Cc1cc(NC(=O)COC(=O)c2ccc([N+](=O)[O-])cc2Cl)no1,4,x,-1,-7,8,7,0,x,12
Cc1cccn2c(=O)nc(SCC(=O)Nc3ccc4c(c3)OCO4)nc12,-3,-1,-1,-11,3,1,-1,-12,4
O=C1CC(=O)CC(c2ccccc2)C1,7,0,-2,4,20,-4,-4,-4,-1
CCOc1ccc(CN(C)C(=O)c2ccc3ccccc3n2)cc1,0,8,-4,-4,5,-1,-3,10,1
COc1ccc(-c2cc(-c3cc(OC)ccc3O)[nH]n2)cc1,-4,0,-3,-13,-1,22,-8,1,21
CC(C)(C)C(=O)N1CCN(c2ccc([N+](=O)[O-])c(NCC3CCCO3)c2)CC1 (stereo not drawn),6,-1,2,3,-1,-4,3,-3,5
CCOC(=O)C1=C(O)/C(=C/c2cc(OC)c(OC)c(OC)c2)N=C1C,5,-3,1,-8,-4,9,3,-1,2
O=C(O)c1csc(Br)c1Br,-1,2,-1,-6,1,0,-1,4,8
CCC1CCCCN1CCCNC(=O)c1ccc(CS(=O)(=O)c2ccc(Br)cc2)o1 (stereo not drawn),6,-3,3,1,-7,4,-3,7,-12
CNS(=O)(=O)c1cccc(C(=O)OCC(=O)NC2CCCC(C)C2C)c1 (stereo not drawn),x,x,0,x,63*,1,x,x,20
Cc1cc(NC(=O)CCc2ccccc2)c([N+](=O)[O-])cc1C,9,8,0,-8,-4,2,3,1,11

(continued)
Molecule,LYPLA2 inh,GSTO1 inh,PAD4 inh,ZTA DNA inh,PAFAH2 inh,PAFAH1B3 FP inh,LYPLA1 inh,EBNA-1 inh,PREPL inh
O=[N+]([O-])c1cc(S(=O)(=O)N2CCCC2)ccc1SCCO,4,-6,2,-3,-3,4,2,3,1
COc1cccc(/C=N/Nc2nnc3c(n2)[nH]c2ccccc23)c1OC,-7,-3,-6,7,0,14,-1,3,-1
Cc1cc(-c2ccc(C(C)C)c(S(=O)(=O)Nc3cc(C)on3)c2)on1,-8,-3,-3,-1,1,0,-3,-2,8
COc1ccc(-c2ccc(C)cc2)cc1[C@H]1[C@@H]2C=CCC[C@@]2(C)C(=O)N1Cc1ccccc1,5,-1,0,5,-1,4,0,11,16
CCN(CC(=O)Nc1c(F)cccc1F)C(=O)Cc1csc(-c2ccccc2)n1,3,-3,0,1,5,-3,-5,4,-19
COc1ccc2c(c1)OC[C@H]1[C@H]2N2C(=O)c3cc(Cl)ccc3NC(=O)[C@@]2(C)[C@H]1c1ccccc1,-27,-5,-3,-15,-40,-34,-13,-3,3
Cc1cccc(C(=O)NNC(=O)C2CCCO2)c1 (stereo not drawn),4,5,-3,-6,11,1,1,3,19
Cc1sc2nc(CSCC(=O)N(CCC#N)c3ccccc3)[nH]c(=O)c2c1C,-3,-1,-5,-4,-5,4,1,-4,19
CC(Nc1ccc(N2CCOCC2)cc1)C(=O)N1c2ccccc2CC1C (stereo not drawn),3,19,-12,-6,-2,-4,2,-9,11
O=C(c1ccccn1)N1CCN(c2cccc(C(F)(F)F)c2)CC1,7,4,-6,4,-2,0,2,-7,1
CN(CC(=O)Nc1cccc(F)c1)C(=O)CCSc1ccc(F)cc1,5,4,-1,-11,-1,1,7,7,10
COc1ccc(C(=O)Sc2nncc3ccccc23)cc1,2,2,0,-6,0,-6,1,-1,-3

(continued)
Molecule,LYPLA2 inh,GSTO1 inh,PAD4 inh,ZTA DNA inh,PAFAH2 inh,PAFAH1B3 FP inh,LYPLA1 inh,EBNA-1 inh,PREPL inh
CNC[C@H]1Oc2ccc(NC(=O)Cc3cn(C)c4ccccc34)cc2CC(=O)N([C@@H](C)CO)C[C@H]1C,x,x,5,x,-2,16,x,x,28
Cc1ccc(NC(=O)C2CCN(C(=O)N3CCOc4ccccc43)CC2)cc1,3,0,2,4,-7,-5,-2,2,4
O=c1[nH]cnc2c1nnn2Cc1ccccc1,10,1,1,2,-1,7,3,-8,7
COc1ccc(OC)c(NC(=O)c2cccc(NC(=O)c3ccccc3)c2)c1,3,-3,3,-26,-4,9,-6,-2,13
CC(=O)N1CCN(C(=O)c2c(-c3ccccc3)noc2C)CC1,7,x,-1,-9,9,-4,-1,x,-1
O=C(CNS(=O)(=O)c1ccc(F)c(Cl)c1)N1CCCC1,4,3,1,-9,8,2,5,0,1
Cc1ccc(CSCCNC(=O)c2ccc(N(C)S(=O)(=O)c3ccccc3)cc2)cc1,-18,5,-2,-9,-7,-4,-10,-6,4
COc1ccccc1C(=O)COC(=O)CNS(=O)(=O)c1ccc(NC(C)=O)cc1,1,-3,-2,5,-7,-1,1,1,14
Cc1ccc(C)c(S(=O)(=O)N2CCN(C(=O)CN3C(=O)NC(C)(C)C3=O)CC2)c1,10,x,4,-13,3,6,0,x,10
COc1ccccc1NC(=O)Cn1nnc(-c2ccccc2NC(=O)c2cc3ccccc3oc2=O)n1,-5,-5,-2,-7,17,0,-5,0,1
CC(=O)c1ccc(OCCCC(=O)Nc2cccc(-c3nn[nH]n3)c2)cc1,2,0,-2,-4,-6,2,2,5,9
S=c1[nH]nc(C2CCCCC2)n1/N=C/C(Cl)=C\c1ccccc1,1,-2,5,-2,2,6,-5,-12,1

Next part:
Molecule,LYPLA2 inh,GSTO1 inh,PAD4 inh,ZTA DNA inh,PAFAH2 inh,PAFAH1B3 FP inh,LYPLA1 inh,EBNA-1 inh,PREPL inh
Cc1c(C)n2c(SCC(=O)NCc3ccc4c(c3)OCO4)nnc2[nH]c1=O,-2,-7,1,-3,2,3,1,-4,17
Cc1cc(-c2ccc(C)c(S(=O)(=O)NCCc3ccc(S(N)(=O)=O)cc3)c2)on1,-1,6,3,-8,6,11,-1,-6,8
CCN1CCC2(CC1)N=C(c1ccc(F)cc1)C(=S)N2C(=O)c1ccc(C)cc1,-1,4,-2,0,1,-3,-3,-5,-5
c1ccc(CCNc2nc(-c3ccccn3)cs2)cc1,-6,11,2,3,3,4,-1,0,38
O=C1c2ccccc2OCOc2ccccc21,2,7,-5,3,0,1,-1,-19,10
CC(C)N(C(=O)c1ccc(C(=O)Nc2ccc([N+](=O)[O-])cc2)cc1)C(C)C,-8,-10,-10,-5,-3,7,-2,-12,8
CN1C2CCC1CC(NC(=O)c1cc(S(=O)(=O)N(C)C)c(Cl)cc1Cl)C2 (stereo not drawn),2,x,1,-4,0,-2,2,x,5
CCCCc1cc(=O)oc2cc(OCC(=O)Nc3cccnc3)c(Cl)cc12,28*,-6,-3,7,-6,8,3,4,5
Cc1nn(C)cc1NC(=O)Cn1nc(C(F)(F)F)cc1C1CC1,5,-4,-1,1,7,6,1,-2,-3
COc1ccccc1NC(=O)Nc1nn(C)c2cccc(N(C)C)c12,-5,9,-2,4,4,1,-2,-11,19
COc1cc(NC(=O)CSc2nnc(C)s2)cc(OC)c1OC,-1,13,1,-1,0,4,3,0,3
c1cncc(CNc2ncnc3ccc(-c4cccnc4)cc23)c1,x,x,1,x,4,-1,x,x,1

Reprinted from the part before: 2 compounds, then new ones.
Molecule,LYPLA2 inh,GSTO1 inh,PAD4 inh,ZTA DNA inh,PAFAH2 inh,PAFAH1B3 FP inh,LYPLA1 inh,EBNA-1 inh,PREPL inh
COc1cc(NC(=O)CSc2nnc(C)s2)cc(OC)c1OC,-1,13,1,-1,0,4,3,0,3
c1cncc(CNc2ncnc3ccc(-c4cccnc4)cc23)c1,x,x,1,x,4,-1,x,x,1
COc1ccc([C@H]2CC(=O)C=C(c3cc(Br)ccc3OC)C2)cc1,x,x,-3,x,-2,7,x,x,6
CCCn1nc(C(=O)OCC(=O)Nc2cccc(OC)c2)c2ccccc2c1=O,6,-5,-3,2,7,9,-4,-17,1
Cc1nnc(NC(=O)CSc2nnc(-c3ccco3)o2)s1,-1,6,-5,-4,0,5,2,12,-1
Cc1ccc(C)c(NS(=O)(=O)c2cc3c4c(c2)CC(=O)N4CCC3)c1,5,2,0,15,-3,6,-1,8,5
O=C(N/N=C/c1ccsc1)c1cc2ccccc2o1,-1,-4,-2,5,-4,0,3,10,5
COc1ccccc1N1CCN(C(=O)c2ccc(Cl)c(S(=O)(=O)N3CCOCC3)c2)CC1,8,2,-1,7,-1,-4,3,10,3
CCOC(=O)C1(CCOc2ccccc2)CCN(Cc2cccc(OC)c2OC)CC1,2,-4,3,-14,5,2,-2,0,-44
COC(=O)[C@@]1(Cc2ccc(F)cc2)[C@H]2c3cc(C(=O)N(C)C)n(Cc4ccc(OC(F)(F)F)cc4)c3C[C@H]2CN1C(=O)c1ccccc1,-3,1,4,4,x,x,-3,13,18
NC(=O)c1ccccc1NC(=O)c1ccccc1S(=O)(=O)c1ccccc1[N+](=O)[O-],-4,2,-1,-1,3,4,1,-4,0
CCOc1ccc(NC(=O)COC(=O)C2(C)CC2(Cl)Cl)c([N+](=O)[O-])c1 (stereo not drawn),8,7,-6,5,15,2,3,6,5
O=C(O)C1(c2cccc(Cl)c2)CCC1,2,-3,2,5,-5,8,-1,1,-1
Cc1nn(C)cc1/C=N/NC(=O)c1ccco1,-6,-6,3,2,-2,3,-1,3,-2

(cont.)
Molecule,LYPLA2 inh,GSTO1 inh,PAD4 inh,ZTA DNA inh,PAFAH2 inh,PAFAH1B3 FP inh,LYPLA1 inh,EBNA-1 inh,PREPL inh
CCn1cc(C(=O)Nc2ccccc2C(=O)OC)cn1,-3,8,2,-1,x,x,2,6,19
O=C(Nc1ccc(Br)cc1F)c1ccc2c(c1)OCCO2,0,6,5,-2,1,3,-5,-8,13
CCOc1ccccc1/C=N/Nc1nc2ccccc2o1,0,-1,0,5,2,7,-4,6,13
Cc1cc(C)n(CCNS(=O)(=O)c2ccccc2)n1,8,2,2,4,6,3,1,10,-2
COc1cc2c(cc1OC)C(C(=O)Nc1ccc3c(c1)OCCO3)C1c3ccccc3CCN1C2=O (stereo not drawn),5,-6,0,-17,8,-1,0,-1,-11
COc1cc(CN2CCNC(=O)C2CC(=O)NCCC2=CCCCC2)cc(OC)c1 (stereo not drawn),-4,2,-1,12,10,-4,-1,5,4
CCOC(=O)N1CCN(C(=O)CCCN2C(=O)CSc3nc(C)cc(C)c32)CC1,5,2,-5,5,2,6,3,1,7
Cc1nn(-c2ccccc2)c(C)c1/C=N/NC(=O)c1cc(C(C)(C)C)[nH]n1,7,-3,3,10,9,0,3,0,-1
CCc1nnc(NC(=O)CSc2nnc(-c3ccc(O)cc3)n2C)s1,2,10,-6,9,-4,4,0,7,8
O=C1/C(=C\c2cccc([N+](=O)[O-])c2O)SC(=S)N1Cc1ccccc1,-24,-32,-72,-1,2,-12,-14,-2,-16
COc1ccccc1-c1cc2nc(C)c(CCC(=O)NC(C)CCc3ccco3)c(C)n2n1 (stereo not drawn),-5,3,-1,9,-6,2,-3,-8,6
O=C(CCN1C(=O)c2cccc([N+](=O)[O-])c2C1=O)Nc1nccs1,-1,-5,-4,-2,7,5,2,1,2
Cc1nc(N2CCN(c3ccccc3)CC2)[nH]c(=O)c1CCC(C)C,-7,-7,-1,8,-7,10,-4,8,9
CCN(CC)c1ccc(-c2sc(Nc3ccccc3)n[n+]2-c2ccc(F)cc2)cc1,-1,1,-4,3,0,0,-1,5,54*
CC(=O)Nc1ccc(Nc2nnc(-c3ccc(C)c(S(=O)(=O)NCC4CCCO4)c3)c3ccccc23)cc1 (stereo not drawn),-3,8,0,-1,-4,7,-1,3,28

Screening results from PubChem BioAssay.
